BCLXL inh = blocks human Bcl-xL binding to Bim BH3 peptide; AID 2129; GST-Bcl-xL / FITC-Bim BH3 peptide fluorescence polarization; 320,000 tested, 0.7% active; Q07817; inhibition, % at 10.9 µM;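 active means inhibition above the mean of all tested compounds plus 3 SD, cutoff set per campaign, cut at about 30% in these data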;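 further: 0% = DMSO wells and 100% = unlabeled Bim-BH3 peptide competitor; inhibitors lower millipolarization by displacing the labeled peptide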
Target sequence (Q07817 whole entry, looked up): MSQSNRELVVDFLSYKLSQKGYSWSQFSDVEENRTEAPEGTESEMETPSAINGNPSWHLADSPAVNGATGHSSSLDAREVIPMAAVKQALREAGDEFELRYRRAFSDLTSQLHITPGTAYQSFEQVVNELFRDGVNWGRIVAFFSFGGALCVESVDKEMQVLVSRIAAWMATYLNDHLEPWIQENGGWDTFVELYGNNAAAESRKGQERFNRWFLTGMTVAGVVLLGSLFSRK
GRK2 aptamer HTS = blocks RNA aptamer binding to human GRK2; bead flow cytometry, FAM-aptamer displacement from GRK2; P25098; AID 488847; 330,000 tested, 0.59% active; inhibition of aptamer binding, % at 10 µM;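 active means inhibition of aptamer binding above 40%, roughly 3 SD of noise, on plates passing a quality check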;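 further: median bead fluorescence of bound FAM aptamer so fluorescent compounds give negative values; no value below 0 was filed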
MCL1 BIM primary = disrupts human MCL1 binding to BIM-BH3 peptide | 320,000 tested, 0.68% active | Q07820 | GST-MCL1 / FITC-Bim-BH3 fluorescence polarization | inhibition, % at 10.9 µM;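 active means inhibition above the mean inhibition of all tested compounds plus 3 SD, set per campaign, cut at about 40% in these data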;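 further: 0% = DMSO wells and 100% = unlabeled Bim-BH3 peptide control; higher means more loss of mP so more displacement of Bim peptide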
Target sequence (Q07820 whole entry, looked up): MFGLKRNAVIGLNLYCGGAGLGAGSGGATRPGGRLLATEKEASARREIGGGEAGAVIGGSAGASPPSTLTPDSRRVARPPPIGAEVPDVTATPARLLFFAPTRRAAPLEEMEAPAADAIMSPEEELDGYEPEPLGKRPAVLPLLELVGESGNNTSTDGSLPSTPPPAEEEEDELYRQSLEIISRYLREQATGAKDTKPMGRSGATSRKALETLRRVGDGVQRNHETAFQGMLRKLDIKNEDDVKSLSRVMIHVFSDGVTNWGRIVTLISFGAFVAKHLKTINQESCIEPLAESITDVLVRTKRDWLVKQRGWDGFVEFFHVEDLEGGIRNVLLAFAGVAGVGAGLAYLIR
Fam108B inh = counter-screen for RBBP9 inhibitors: inhibitors of mouse Fam108B; recombinant Fam108B, FP-Rh probe fluorescence polarization; inhibition, % at 9.51 µM; 300,000 tested, 0.33% active;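 active means inhibition above the screen mean inhibition plus 3 SD, computed separately per campaign, cut at about 18% in these data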;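 further: inhibitors lower polarization as less probe binds the enzyme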
MEX-5 binding = C. elegans MEX-5 TCR-2 RNA binding activity. Q9XUB2. activity score (negative = inhibition of binding), % at 10 µM. 300,000 tested, 0.38% active. MEX-5/FITC-TCR2 RNA binding, fluorescence polarization; stronger effect = lower value;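 active means inhibition past about -25% in most replicates, and total fluorescence under double the plate's negative control median, limit read from the data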;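 further: 0% = DMSO and -100% = 5 µM competing unlabeled TCR2 RNA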
Target sequence (Q9XUB2 whole entry, looked up): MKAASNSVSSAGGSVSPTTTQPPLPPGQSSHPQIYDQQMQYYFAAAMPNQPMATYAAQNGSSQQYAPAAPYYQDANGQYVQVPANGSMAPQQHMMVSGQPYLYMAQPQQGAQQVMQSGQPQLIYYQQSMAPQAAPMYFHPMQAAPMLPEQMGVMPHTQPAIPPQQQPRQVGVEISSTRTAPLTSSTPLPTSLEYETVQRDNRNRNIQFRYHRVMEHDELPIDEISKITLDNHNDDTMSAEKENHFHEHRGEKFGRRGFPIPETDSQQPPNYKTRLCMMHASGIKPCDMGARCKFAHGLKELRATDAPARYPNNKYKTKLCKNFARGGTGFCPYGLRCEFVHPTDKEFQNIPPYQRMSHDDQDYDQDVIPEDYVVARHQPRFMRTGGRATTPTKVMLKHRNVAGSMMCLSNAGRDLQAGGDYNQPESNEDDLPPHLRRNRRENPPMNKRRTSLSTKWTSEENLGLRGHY
VLA-4 inh = inhibition in a human VLA-4 binding assay; P13612; VLA-4 expressing cells, ligand binding flow cytometry; inhibition, % (about 7 µM as worked out from the volumes in the protocol); 330,000 tested, 0.2% active; in the data active means inhibition above about 50%
PME-1 inh = blocks human protein phosphatase methylesterase 1; recombinant PME-1, FP-Rh probe fluorescence polarization; Q9Y570; inhibition, % at 5.9 µM; 320,000 tested, 0.53% active;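 active means inhibition above the campaign mean of all compounds plus 3 SD, cut at about 26% in these data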;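 further: competitive labeling of PME-1 active site by serine hydrolase directed probe; 0% = PME-1 with DMSO and 100% = wells lacking PME-1 enzyme; inhibitors block probe labeling so polarization falls and inhibition rises; many of its hits are not listed in these tables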
Efflux pump inh = antifungal efflux pump inhibition, Nile Red retention | inhibition, % at 10 µM | S. cerevisiae Candida pump triplex | AID 485275 | 330,000 tested, 0.44% active;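 active means plate passing quality check with inhibition over a set limit, or well fluorescence over plate mean plus 4 SD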;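 further: Nile Red retained in pooled yeast measured as flow cytometry median fluorescence; 0% = buffer negative control and 100% = Enniatin B positive control; higher means more Nile Red kept so more efflux inhibition; some compounds called inactive have numbers as strong as hits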
GLD-1 RNA inh = GLD-1-TGE RNA interaction inhibition (C. elegans) | purified GLD-1 + fluorescein TGE RNA, fluorescence polarization | inhibition, % at 5.96 µM | 320,000 tested, 0.44% active;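 active means percent inhibition above a per-plate cutoff, the plate mean of test compounds plus 3 SD, cut at about 30% in these data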;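 further: 0% = DMSO wells with GLD-1 and probe and 100% = wells lacking GLD-1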
* marks the source's active call; other numbers are inactive results; nt = not tested or not shown. These rows are one share of the data; rates above refer to the full screens.

SMILES	BCLXL inh	GRK2 aptamer HTS	MCL1 BIM primary	Fam108B inh	MEX-5 binding	VLA-4 inh	PME-1 inh	Efflux pump inh	GLD-1 RNA inh
NC(=O)c1ccc(-n2nnnc2SCC(=O)NC2CCCCC2)cc1	5.7	1.0	-0.6	1.4	1.9	-5.1	2.3	0.3	-5.1
Cc1csc(NC(=O)Cc2ccccc2[N+](=O)[O-])n1	5.4	7.0	13.2	-5.6	-0.9	-109.1	-6.5	-0.4	0.4
Cn1cc(Br)c(-c2cccc(N3C(=O)CCCC3=O)c2)n1	-0.2	1.0	8.9	1.5	-0.1	-37.6	1.8	0.0	7.6
FC(F)(F)c1nc(N2CCN(c3ccccc3)CC2)nc2c1CCCCC2	4.7	1.0	5.2	0.3	2.0	17.7	1.2	-0.1	0.5
Cc1cccc(NC(=O)C2Cc3ccccc3O/C2=N\O)c1 (stereo not given)	nt	4.0	nt	nt	8.7	15.9	nt	0.1	nt
COc1c(Br)cc([N+](=O)[O-])c(OC)c1C(=O)NC(=O)Nc1c(Cl)cccc1Cl	-6.6	0.0	-10.1	1.1	nt	2.5	-0.7	0.0	0.5
CC(CC(=O)Nc1cccc(S(=O)(=O)N2CCCCC2)c1)c1ccccc1 (stereo not given)	-8.5	0.0	-16.7	nt	nt	0.4	-0.2	-0.1	5.0
CN1c2ccccc2C(O)=C(C(=S)Nc2ccccc2)S1(=O)=O	14.4	3.0	18.0	-0.6	nt	7.2	-3.0	-0.1	0.3
CC(=O)Nc1ccc(N(C(=O)CNC(=O)c2ccco2)C(C(=O)NCc2ccco2)c2ccccc2F)cc1 (stereo not given)	2.7	3.0	0.7	1.6	2.0	1.6	2.6	0.9	-4.7
N=C(N)c1ccc(/C=C/c2ccc(C(=N)N)cc2O)cc1	0.6	0.0	3.0	0.0	1.3	17.5	6.8	-0.2	-38.5
Cc1cc(C)c2sc(NC(=O)CN3C(=O)CCC3=O)nc2c1	-0.7	0.0	6.6	5.1	0.3	-25.0	4.4	-0.2	-0.7
CCOC(=O)C1CCCN(c2c(NCCN(CC)c3ccccc3)c(=O)c2=O)C1 (stereo not given)	0.1	2.0	-3.9	-0.6	2.2	31.5	-3.0	-0.4	1.3
Cc1ccc(Nc2ncccc2C(=O)O)cc1C	1.6	3.0	4.4	2.6	-0.1	-2.7	0.0	-0.1	1.3
CC1CC(C)CN(S(=O)(=O)c2ccc(C(=O)N3CCOCC3)cc2)C1 (stereo not given)	9.8	1.0	3.8	3.2	-2.2	-10.6	5.6	-0.1	0.9
CN(Cc1ccccc1)S(=O)(=O)c1ccc(NC(=O)C2CCCCC2C(=O)O)cc1 (stereo not given)	nt	3.0	nt	nt	nt	4.0	nt	-0.2	6.3
CCN(CC)CCNc1nc2cc(OC)c(OC)cc2c2nc(-c3ccccc3)nn12	7.7	2.0	-3.0	-6.3	2.4	1.8	-5.8	-0.2	-6.2
C=CCC[C@H](Cc1ccc(F)cc1)C(=O)OC[C@@H]1CCCN1C(=O)[C@@H](CC=C)CC(=O)NCCO	nt	0.0	nt	nt	nt	6.0	nt	0.0	1.7
O=c1c2ccccc2c(C=Nc2cccc(S(=O)(=O)NC3=NCCCCC3)c2)c(O)n1Cc1ccccc1	0.1	3.0	0.8	-7.4	-0.5	-4.0	-28.4	-0.1	-1.4
COc1cc(C(=O)NCC(c2ccco2)N2CCCC2)ccc1OCc1ccccc1 (stereo not given)	3.1	0.0	4.9	nt	nt	24.7	-2.5	0.0	-3.6
Cc1cccc(NC(=S)Nc2ccc(N3CCOCC3)cc2)c1C	15.6	3.0	22.8	0.3	0.0	5.8	0.1	0.0	1.2
Cc1cc(=O)oc2cc(NC(=O)c3c(Cl)cnn3C)ccc12	-2.5	2.0	-0.1	0.7	-2.0	3.5	2.0	0.1	-1.3
CCOC(=O)c1c(NC(=O)C2CCN(S(=O)(=O)c3cccs3)CC2)sc(C)c1C	0.8	0.0	-11.2	-1.9	-1.6	9.5	-6.4	0.1	3.6
Cc1cc(/C=N/NC(=O)C(O)(c2ccccc2)c2ccccc2)c(C)n1-c1cccc(C(=O)O)c1	13.2	5.0	14.9	5.6	-0.5	4.5	-7.2	0.0	0.3
COc1ccc(C(=O)N/N=C/c2ccc(OC)c(COc3ccc(F)cc3)c2)cc1	5.6	0.0	6.0	-14.0	-0.4	-11.7	-19.9	0.0	4.0
O=C(NC1CCCN(Cc2ccccc2F)C1)c1cccs1 (stereo not given)	-3.8	3.0	-10.7	-0.1	nt	5.6	0.6	0.2	-3.5
Continuation.
SMILES	BCLXL inh	GRK2 aptamer HTS	MCL1 BIM primary	Fam108B inh	MEX-5 binding	VLA-4 inh	PME-1 inh	Efflux pump inh	GLD-1 RNA inh
COc1ccc(NC(=O)C2(S(=O)(=O)c3ccc(C)cc3)CC2)cc1	-2.4	1.0	2.2	-2.4	0.2	11.2	-2.1	0.1	6.9
CN(c1ccccc1C(=O)NCC1CCCO1)S(C)(=O)=O (stereo not given)	5.6	1.0	1.2	-0.2	0.7	-2.9	-3.9	0.0	7.6
COc1ccc(NC(=O)Cn2nnc(-c3ccccc3NC(=O)c3ccco3)n2)cc1	2.8	0.0	4.0	-9.9	-1.6	11.4	-7.0	0.0	6.2
COc1cccc(CNc2cc(C)ccn2)c1O	3.0	3.0	7.5	7.7	-1.8	-3.8	0.3	-0.1	0.5
CCN(CC)CCSc1nnc2c3ccccc3n(Cc3ccccc3)c2n1	13.3	0.0	10.1	-2.8	-0.3	11.7	5.4	-0.1	5.3
O=C(CN(c1ccccc1)S(=O)(=O)c1ccc(F)cc1)NC1CCCCCC1	6.4	2.0	-1.6	-5.5	-2.6	4.3	3.2	0.1	0.2
CCc1ccccc1Nc1nc(N)nc(COC(=O)C2=COCCO2)n1	0.1	0.0	2.5	nt	nt	0.0	-4.1	0.2	3.1
CCCCCCOc1ccc(N2C(=O)CC(SC(=NCC)NCC)C2=O)cc1 (stereo not given)	2.9	6.0	4.4	6.0	-2.8	-0.6	6.2	-0.1	6.4
COCCN(C(=O)c1csnn1)C(C(=O)NC1CCCCC1)c1ccccc1F (stereo not given)	1.9	0.0	-2.9	3.7	-2.2	6.9	-5.4	0.0	-6.1
O=C(O)c1cccnc1SCC(=O)C12CC3CC(CC(C3)C1)C2	4.2	0.0	2.9	-4.0	2.7	-5.8	-3.2	0.0	5.8
Cc1n[nH]c(C)c1CCCCOc1ccccc1	2.4	1.0	1.0	-1.8	2.0	26.1	1.9	0.0	0.5
C[C@@H]1CN([C@H](C)CO)C(=O)c2cccc(NC(=O)NC3CCCCC3)c2O[C@@H]1CN(C)C(=O)Nc1ccc(C(F)(F)F)cc1	nt	6.0	nt	nt	nt	-2.0	nt	0.2	5.4
COc1ccc(C)cc1NC(=O)c1nn(C)cc1Br	-0.6	0.0	-6.4	3.0	0.5	17.5	2.0	0.0	2.3
CC(=O)Nc1cccc(NC(=O)CCN2C(=O)c3ccccc3S2(=O)=O)c1	-0.4	1.0	3.1	0.2	0.9	6.5	1.5	0.2	-4.6
CN1CCN(CC(=O)Nc2sc3c(c2C(=O)Nc2ccccc2)CCCC3)CC1	-8.9	1.0	-21.6	-1.0	-0.7	-2.4	2.8	-0.1	-2.0
O=C(CSc1nc2cc3ccccc3cc2[nH]1)Nc1ccc(F)cc1	-3.6	0.0	-7.4	-3.3	0.0	1.1	-3.4	-0.2	4.9
COC(=O)c1c(S(N)(=O)=O)c2ccccc2n1C	1.7	0.0	-0.9	4.0	0.4	-2.7	-1.3	0.1	5.9
COCCNC(=O)CN1N=C(c2ccc(C)cc2)CCC1=O	5.4	3.0	10.8	3.4	1.4	7.5	-3.2	-0.2	2.7
C=CCc1ccc(OCCCCCN2CCOCC2)c(OC)c1	4.7	4.0	10.0	-1.0	1.7	29.0	6.1	0.0	3.3
CCOc1nc(N2CCOCC2)nc(N2CCOCC2)n1	4.6	0.0	4.7	-1.6	-2.9	0.0	-5.7	0.0	-0.6
CC(C)(C)NC(=O)CN(C(=O)c1csnn1)c1cccc2c1CCCC2	-0.7	4.0	-1.5	-1.0	-1.6	21.2	-2.9	0.0	2.5
Cc1cc(NC(=O)/C=C/c2ccccc2Cl)no1	2.3	0.0	-1.4	-0.5	0.2	45.7	6.2	0.2	4.4
O=C(CNC(=O)c1ccco1)OCc1cccc(Cl)c1	7.7	1.0	4.6	-2.4	1.0	6.0	-1.2	0.1	1.9
Cc1cccc(-c2noc(CCC(=O)NCC3CCCO3)n2)c1 (stereo not given)	4.0	1.0	13.7	0.6	0.7	-8.6	1.6	0.1	7.2
CC1CCCC(C)N1C(=O)CSc1nnc(COc2cccc3cccnc23)o1 (stereo not given)	5.2	0.0	4.5	1.5	1.1	2.4	-2.8	-0.3	1.4
New compounds follow
SMILES	BCLXL inh	GRK2 aptamer HTS	MCL1 BIM primary	Fam108B inh	MEX-5 binding	VLA-4 inh	PME-1 inh	Efflux pump inh	GLD-1 RNA inh
CC(C)(C)c1ccc(C(=O)NCCCn2ccnc2)cc1	-1.4	0.0	-4.7	-3.0	-1.2	31.4	3.2	-0.1	3.6
CC(C)(C)NC(=O)CSc1ncnc2c1nnn2Cc1ccccc1Cl	-3.0	3.0	-6.2	-4.3	1.6	-1.3	12.3	0.1	-0.4
O=C(NCc1ccc(F)cc1)c1cccc(NC2=NC3CS(=O)(=O)CC3S2)c1 (stereo not given)	-2.4	0.0	0.5	1.0	1.5	16.5	-1.1	0.1	1.2
Cc1ccccc1NC(=O)Cc1ccccc1	2.8	0.0	2.1	-1.9	0.2	-1.6	1.4	0.1	5.2
NCCc1nnc(SCc2ccccc2F)o1	0.6	0.0	0.9	0.5	0.0	-2.9	-3.8	-0.1	3.1
Cc1cccc(C)c1NC(=O)CNC(=O)Cc1ccccc1[N+](=O)[O-]	-4.4	3.0	-3.2	0.0	-0.6	-23.4	1.4	0.2	-0.2
CCOC(=O)C1CCN(C(=O)c2sccc2Cl)CC1	-8.2	2.0	-10.3	-5.7	nt	25.4	-3.6	0.2	0.8
N#Cc1ccccc1Cn1c(=O)n(-c2ccc(CC(=O)NCc3ccco3)cc2)c(=O)c2sccc21	0.3	2.0	2.5	-0.7	-4.1	1.9	37.3*	-0.1	5.6
CSCC[C@H](NC(=O)CCn1nnc2ccccc2c1=O)C(=O)O	-0.4	0.0	-0.4	-0.4	-0.8	3.4	-2.5	-0.1	3.6
CC(=O)c1cnc2cc(-c3ccc(Cl)cc3)nn2c1C	-2.6	1.0	-9.4	-4.3	2.4	2.2	-1.5	0.0	-6.8
Cc1cc(C)n2nc(SC(C)C(=O)NC3CCCCC3C)nc2n1 (stereo not given)	-3.0	2.0	-9.5	1.7	1.7	-0.5	0.2	0.0	3.5
CCOC(=O)c1ccc(CSc2ncn[nH]2)o1	5.7	0.0	2.6	-3.7	-0.1	-3.3	7.3	0.0	4.0
O=C(CSc1nc2ccccc2s1)NCC1CCCO1 (stereo not given)	-5.4	2.0	-8.6	2.7	0.1	-0.5	-1.1	-10.9	-1.3
Cc1ccc(C)n1NC(=O)c1ccc(O)cc1	3.8	4.0	6.6	3.0	-1.5	5.9	-8.1	0.0	7.8
O=C(CSc1ccccc1)Nc1ccc(N2CCN(c3ccccc3)CC2)c(F)c1	0.7	0.0	-5.2	1.1	-0.2	5.5	-7.1	0.4	-0.7
CN(C)c1ccc(C(=O)OCC(=O)c2cccs2)cc1	-0.3	0.0	-6.3	-0.1	0.4	1.2	-3.0	0.0	4.5

Screens deposited in PubChem BioAssay by several laboratories.
